# RBX1-CUL1 inh = blocks human RBX1-Cullin-1 di-ubiquitin formation; in vitro K48 di-Ub FRET, acceptor:donor ratio, 45 min; inhibition, % at 10 µM; 140,000 tested, 0.6% active; AID 1347404; in the data active means inhibition above about 25%
# Target sequence (P62877 whole entry, looked up): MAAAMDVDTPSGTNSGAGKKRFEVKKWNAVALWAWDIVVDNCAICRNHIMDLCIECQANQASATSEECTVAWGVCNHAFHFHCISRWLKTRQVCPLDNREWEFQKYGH
# Target sequence (Q13616 whole entry, looked up): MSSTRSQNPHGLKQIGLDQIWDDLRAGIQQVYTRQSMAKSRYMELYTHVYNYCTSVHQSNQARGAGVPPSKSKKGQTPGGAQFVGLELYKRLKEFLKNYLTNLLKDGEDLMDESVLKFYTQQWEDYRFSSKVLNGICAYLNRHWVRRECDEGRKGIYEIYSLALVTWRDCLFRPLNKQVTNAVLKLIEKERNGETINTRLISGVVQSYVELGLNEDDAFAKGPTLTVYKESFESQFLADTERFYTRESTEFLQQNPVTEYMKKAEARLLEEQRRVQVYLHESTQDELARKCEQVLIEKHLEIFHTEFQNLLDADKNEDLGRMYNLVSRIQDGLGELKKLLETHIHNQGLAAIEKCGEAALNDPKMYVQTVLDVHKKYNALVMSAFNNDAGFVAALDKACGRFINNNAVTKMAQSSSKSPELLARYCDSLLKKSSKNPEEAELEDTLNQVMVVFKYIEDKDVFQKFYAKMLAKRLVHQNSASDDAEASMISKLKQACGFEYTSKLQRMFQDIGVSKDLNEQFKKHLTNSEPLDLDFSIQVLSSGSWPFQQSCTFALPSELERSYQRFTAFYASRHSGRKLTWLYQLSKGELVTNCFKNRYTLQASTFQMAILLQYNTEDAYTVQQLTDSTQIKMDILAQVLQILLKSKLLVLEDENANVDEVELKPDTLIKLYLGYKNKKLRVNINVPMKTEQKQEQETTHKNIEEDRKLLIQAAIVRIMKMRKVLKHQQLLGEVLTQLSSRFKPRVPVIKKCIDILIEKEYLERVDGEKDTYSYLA
# * = called active by the depositor. These rows are one share of the data; count on the stated rates, not on these rows.
SMILES,RBX1-CUL1 inh
Cc1ccc2oc(C(=O)Nc3sc4c(c3C(=O)NCc3ccccc3)CCCC4)cc(=O)c2c1,-4.8
OCc1ccccc1C#Cc1ccccc1,0.6
Cc1cccc(Cn2nc(C)n3c(cc4cc(C)ccc43)c2=O)c1,-2.4
COc1ccc(CNC2COc3c(cccc3OC)C2)cc1O (stereo unspecified),0.0
CC(C)C(=O)Nc1ccc(NC(=O)c2ccc(F)cc2)cc1,6.5
Cc1nc2ncc3c(=O)n(Cc4ccccc4Cl)ccc3n2n1,4.4
O=C(Nc1cc(Cl)c(O)c(Cl)c1)C1CCCCC1,0.5
COc1ccc(NC(=O)C(=O)N/N=C/c2cc(C)n(-c3cccc(Cl)c3Cl)c2C)c(OC)c1,2.2
Cc1cccc(NC(=O)CSc2nc(C)c(Cc3ccccc3)c(=O)[nH]2)c1C,-4.1
Cc1ccc(C)c(N2CCN(Cc3nnc(-c4ccccc4)o3)CC2)c1,-4.9
O=C(NCCN1CCc2ccccc2C1)c1ccc(C2CCCN2)s1 (stereo unspecified),-8.2
CCC(CC)C(=O)Nc1cccc(-c2nc3ccccc3s2)c1,14.1
CCOc1cc(C)c(C)cc1S(=O)(=O)N1CCCC(C)C1 (stereo unspecified),-9.3
COc1ccc(Nc2nc3ccc(Cl)cc3n3nnnc23)cc1OC,3.5
Cc1ccc(S(=O)(=O)n2nc(C)c(C#N)c2N)cc1,1.0
COc1ccc(CC2(CCC(=O)NC3CCCCCC3)CCC(=O)N2)c2ccccc12 (stereo unspecified),-9.7
CCc1nnc(NC(=O)CSc2nccn2Cc2ccc(Cl)cc2)s1,-1.4
C#CCN(CC=C)C(=O)CC1C(=O)NCCN1C/C=C/c1ccccc1OC (stereo unspecified),0.8
CCCC(=O)Nc1c(C)cccc1C(=O)O,-1.9
CCCS(=O)(=O)c1ncc(Cl)c(C(=O)Nc2c(C(=O)Nc3ccccc3)oc3ccccc23)n1,11.8
O=C(O)c1ccccc1N1C(=O)/C(=C/c2ccc(F)cc2)SC1=S,1.7
COC(=O)c1ccc(NC(=O)CSc2ncc3c(n2)-c2cc(Cl)ccc2N(Cc2ccccc2)S3(=O)=O)cc1,1.0
CC(=O)c1cccc(NC(=O)CN2C(=O)CCc3cc(S(=O)(=O)N4CCCCC4)ccc32)c1,-9.6
COc1ccc(OC)c(CNC2COc3c(cccc3OC)C2)c1 (stereo unspecified),6.1
Cc1cccc(C2c3[nH]c4ccccc4c3CCN2Cc2cccnc2)n1 (stereo unspecified),2.7
Cc1ccc(-n2nnc(C(=O)Nc3ccc(-n4nncc4C)cc3)c2C)cc1,10.4
CCCS(=O)(=O)c1ncc(CN(C)Cc2nc3ccccc3[nH]2)n1CC1CCCO1 (stereo unspecified),6.1
Cc1cc(OCCCCCN2CCCCC2)ccc1Cl,2.4
CCCCCCCCCC(=O)OCCN1CCN(C(=O)CCCCCCCCC)CC1,3.3
CCSc1nnc2c(n1)OC(C(=O)c1ccc(Br)cc1)Nc1ccccc1-2 (stereo unspecified),10.6
O=C(Nc1ccc(F)cc1F)Nn1c(=S)[nH]c2ccccc21,6.3
Cc1cccc(-c2noc(-c3ccc(NCC4CCCO4)c([N+](=O)[O-])c3)n2)c1 (stereo unspecified),4.7
CCOc1ccccc1CC1C(=O)Nc2ccc(Br)cc21 (stereo unspecified),1.2
S=c1nc(-c2ccccc2Cl)n(-c2cccc(Cl)c2)c2c1CCCC2,3.5
COc1ccc(C(=O)N2CCc3onc(-c4ccc(F)c(F)c4)c3C2)o1,-5.2
NC(=O)C1CCCN(c2nccc(-c3cnn(-c4cccc(Cl)c4)c3)n2)C1 (stereo unspecified),4.7
Cc1cc(CN(C)C(=O)C2(N3CCCCC3)Cc3ccccc3C2)n[nH]1,7.0
CCCOc1ccc(C(=O)NCC2OCCc3ccccc32)cc1 (stereo unspecified),9.1
O=C(NC1CCCCCC1)c1ccc2c(c1)OCCO2,15.3
CCCCc1nn2c(=O)cc(COC(=O)c3cccs3)nc2s1,-3.0
Cc1ccc(C(=O)N/N=C(\c2ccc(F)cc2)c2ccc(N3CCOCC3)cc2)cc1,-0.6
CCN(CC)c1ccc(C(=O)Nc2ccc3nc(N(CC)CC)cc(C)c3c2)cc1,4.7
COc1ccccc1N1CCN(CCCN2C(=O)C3CCCN3C2=O)CC1 (stereo unspecified),2.0
COc1cc(OC)cc(C(=O)Nc2ccc(S(=O)(=O)N3CCCCC3c3cccnc3)cc2)c1 (stereo unspecified),-3.0
Cc1ccccc1-n1nc(CO)c(C(=O)NCC(c2ccccc2)c2ccccc2)n1,-0.2
CC(C)Oc1cccc(-c2cc(C(=O)NC(=S)Nc3cccc(O)c3)c3ccccc3n2)c1,2.7
C#CC(C)(C)OCC(O)CN1CCN(c2ccccc2OC)CC1 (stereo unspecified),5.7
COc1ccc(-c2nc3ccccc3c(=O)n2NC(=O)C(OC(C)=O)c2ccccc2)cc1 (stereo unspecified),9.8
COc1cc(NC(=O)N2c3ccccc3Sc3ccccc32)cc(OC)c1,3.9
O=C1CC(N2CCC3(CC2)OCCO3)C(=O)N1c1cc(Cl)cc(Cl)c1 (stereo unspecified),0.3
COc1cc(CN(CC2CCCO2)C(=O)c2ccccc2F)cc(OC)c1OC (stereo unspecified),6.4
CC1(C(=O)O)COC(c2ccccc2)OC1 (stereo unspecified),3.2
C/C(=N\NC(=S)NCCc1ccccc1)c1ccc(C)cc1,1.8
CN1C(=O)C(=O)c2cc(Cl)ccc21,14.9
COc1ccc(N2COC3c4cccc5cccc(c45)C32)cc1 (stereo unspecified),16.2
Cn1c(=O)c2c(nc(NCC3CCCO3)n2Cc2cccc(Br)c2)n(C)c1=O (stereo unspecified),-4.8
CC(=O)c1ccc(NC(=S)N2CCN(c3ccccc3F)CC2)cc1,-0.3
COc1cccc(NC(=O)CC2NCCNC2=O)c1 (stereo unspecified),-1.8
CCn1c(COc2ccccc2)nnc1SCC(=O)c1ccc(Br)cc1,2.4
Cc1ccc(Cl)cc1NC(=O)c1cc2c(=O)n3cccc(C)c3nc2n1C,1.2

# Remaining list, next part
SMILES,RBX1-CUL1 inh
Cc1ccc(Cn2c(CNS(=O)(=O)c3ccc(F)c(Cl)c3)nc3cccnc32)cc1,-11.9
CCOC(=O)c1c(C)oc2ccc(N(C(C)=O)S(=O)(=O)c3c(C)cc(C)cc3C)cc12,8.5
Cc1ccc2c(c1)C(=O)c1cc3ccccc3nc1CS2,4.4
O=C(COC(=O)c1ccco1)c1ccc2ccccc2c1,0.5
COc1ccc(CNC(=O)c2ccc3[nH]c(C)c(C)c3c2)c(OC)c1,7.4
CC1(C)CC(NC(=O)c2cc(NS(C)(=O)=O)cc3ncn(CCc4ccccc4)c23)CCO1 (stereo unspecified),2.5
COc1ccc(NC(=O)c2ccc(-c3cccc(C(F)(F)F)c3)o2)cc1,1.3
C#CCN(Cc1ccco1)C(=O)C1CCCN(C2CCN(C(C)C)CC2)C1 (stereo unspecified),3.0
O=[N+]([O-])c1ccc(S(=O)(=O)c2cccc(C(F)(F)F)c2)nc1,9.0
Cc1ccc(S(=O)(=O)Cc2ccc(C(=O)OCC(=O)c3ccc(Cl)c(Cl)c3)cc2)cc1,-5.1
CSCC(=O)N1CCc2[nH]nc(-c3ccccc3F)c2C1,-3.3
CCOC(=O)c1ccccc1NS(=O)(=O)Cc1ccc(F)cc1,9.2
O=C(CCCn1c(=O)c2ccccc2n(CC(=O)Nc2cccc(C(F)(F)F)c2)c1=O)NCc1ccc2c(c1)OCO2,0.0
CN(Cc1ccco1)C(=O)c1ccccc1OC1CCN(Cc2ccccn2)CC1,0.4
O=C(NCC1CCCO1)c1cc2c(s1)CCCCCC2 (stereo unspecified),2.6
C=CCc1cc(C=C2C(=O)N(C)C(=S)N(C)C2=O)cc(OC)c1OCC(=O)OC,-6.0
CCC(CC)c1nn2c(N)c(C=C3C=CC(=O)C(OC)=C3)c(=O)nc2s1,11.7
COc1cccc(C2Sc3ccccc3N=C3c4ccccc4C(=O)C32)c1 (stereo unspecified),-1.4
COc1ccc(NC(=O)c2oc3ccccc3c2NC(=O)COc2ccc(F)cc2)c(OC)c1,-3.0
Cc1ccc(C(C)C)cc1OCC(=O)N/N=C/c1ccc(OCc2ccccc2)cc1,0.7
O=S1(=O)C2C(c3ccccc3)=NOC2C2ON=C(c3ccccc3)C21 (stereo unspecified),-11.8
CCOc1ccc(CNC(=O)C2CCCN(S(=O)(=O)c3ccc4c(c3)CCCC(=O)N4)C2)cc1 (stereo unspecified),-6.5
CC1CCN(c2nn3c(=O)c(C(=O)NCCc4ccc(Cl)cc4)cnc3s2)CC1,-1.0
CCOC(=O)C(C)N1C(=O)S/C(=C/c2ccc3c(c2)n(C)c(=O)n3C)C1=O (stereo unspecified),4.6
CCOc1ccc(-n2nc3c(Cl)nnc(C)c3c2C)cc1,-2.0
COc1ccc(-c2[nH]ncc2CN(Cc2c(C)nn(C)c2C)C(C)C)c(OC)c1,-3.4
CCOC(=O)N1CCc2c(sc3c2c(=O)n(CCc2ccccc2)c(=O)n3CC(=O)Nc2ccccc2C)C1,7.5
N#CC1=C(C(F)(F)F)CC(c2cccs2)=NC1=O,-5.7
CCOc1cc(-c2nc(-c3ccc(-c4ccccc4)nc3OCC)no2)cc(OCC)c1OCC,-5.7
Oc1ccc(/C=N/Nc2ncnc3nc[nH]c23)cc1O,-5.6
O=c1ccc2cc(S(=O)(=O)N3CCCC3)ccc2[nH]1,-19.0
Cc1ccccc1NC(=O)CSc1nnc(-c2ccc(Cl)cc2)n1C,5.5
COc1ccc(C)cc1N1C(=O)CC(N2CCC(C(N)=O)CC2)C1=O (stereo unspecified),-0.7
CC(C)(C)c1ccc(C(=O)Nc2sc3c(c2C(=O)O)CCC3)cc1,-9.5
COc1ccc(Cl)cc1NC(=O)C(C)n1c(=O)cc(C(F)(F)F)c2c(C)nn(C)c21 (stereo unspecified),5.6
CCn1ccnc1CNC(=O)CC(c1ccccc1)c1ccccc1Cl (stereo unspecified),-2.3
CNc1nc(Cl)nc(Nc2ccccc2)n1,-0.2
CCOC(=O)C(NC(C)=O)(Nc1ccc(S(=O)(=O)Nc2ncccn2)cc1)C(F)(F)F (stereo unspecified),1.9
COc1ccc(C(=O)COC(=O)c2ccc(C)c(S(=O)(=O)N3CCC(C)CC3)c2)cc1OC,5.5
O=C(c1cc(Cl)ccc1Cl)N1CCC2(CC1)OCCO2,10.1

# 15 entries from above in a different format:
canonical_smiles | RBX1-CUL1 inh
Cc1cc(CN(C)C(=O)C2(N3CCCCC3)Cc3ccccc3C2)n[nH]1 | 7.0
CCCOc1ccc(C(=O)NCC2OCCc3ccccc32)cc1 (stereo unspecified) | 9.1
O=C(NC1CCCCCC1)c1ccc2c(c1)OCCO2 | 15.3
CCCCc1nn2c(=O)cc(COC(=O)c3cccs3)nc2s1 | -3.0
Cc1ccc(C(=O)N/N=C(\c2ccc(F)cc2)c2ccc(N3CCOCC3)cc2)cc1 | -0.6
CCN(CC)c1ccc(C(=O)Nc2ccc3nc(N(CC)CC)cc(C)c3c2)cc1 | 4.7
COc1ccccc1N1CCN(CCCN2C(=O)C3CCCN3C2=O)CC1 (stereo unspecified) | 2.0
COc1cc(OC)cc(C(=O)Nc2ccc(S(=O)(=O)N3CCCCC3c3cccnc3)cc2)c1 (stereo unspecified) | -3.0
Cc1ccccc1-n1nc(CO)c(C(=O)NCC(c2ccccc2)c2ccccc2)n1 | -0.2
CC(C)Oc1cccc(-c2cc(C(=O)NC(=S)Nc3cccc(O)c3)c3ccccc3n2)c1 | 2.7
C#CC(C)(C)OCC(O)CN1CCN(c2ccccc2OC)CC1 (stereo unspecified) | 5.7
COc1ccc(-c2nc3ccccc3c(=O)n2NC(=O)C(OC(C)=O)c2ccccc2)cc1 (stereo unspecified) | 9.8
COc1cc(NC(=O)N2c3ccccc3Sc3ccccc32)cc(OC)c1 | 3.9
O=C1CC(N2CCC3(CC2)OCCO3)C(=O)N1c1cc(Cl)cc(Cl)c1 (stereo unspecified) | 0.3
COc1cc(CN(CC2CCCO2)C(=O)c2ccccc2F)cc(OC)c1OC (stereo unspecified) | 6.4

# (cont.)
SMILES,RBX1-CUL1 inh
Cc1ccccc1N1C(=O)C(Cl)=C(N(C)C2CCCCC2)C1=O,-4.4
CCOc1ccc(Cn2c(CNS(=O)(=O)c3ccc(Cl)s3)nc3cccnc32)cc1,0.7
O=C1/C(=C\c2ccccc2)c2ccccc2C/C1=C\c1ccccc1,-2.6
Cc1c(-c2ccccc2)c(=O)oc2c(CN3CCOCC3)c(O)ccc12,-10.2
Cc1ccc(CN2CCN(C3CCN(C(C)C)CC3)C(CCO)C2)o1 (stereo unspecified),2.2
Cc1ccccc1-c1nc2sc3c(c2c(=O)o1)CCC(C)C3 (stereo unspecified),1.1
COc1cccc(N2CCN(C(=O)c3cc4c(s3)-c3c(C)cccc3OC4)CC2)c1,0.3
COCC(=O)N1CCC(Oc2ccc(C(=O)NCCCc3cccnc3)cc2)CC1,3.9
COc1cccc(NS(=O)(=O)c2ccc3c(c2)C(=O)C(C(=O)NCCc2ccccc2)C=N3)c1 (stereo unspecified),2.0
CCOC(=O)c1nnn2c1nc(Cl)c1ccccc12,79.0*
Cc1cc(C)c2c(=O)c(CN3CCOCC3)c(C)[nH]c2c1,0.5
COc1cccc(-n2c(C)nc3c(cnn3-c3ccc(C)c(C)c3)c2=O)c1,-4.6
Cc1cccc2c1N=C(CSc1ccccc1NC(=O)c1cccc(F)c1)CC2=O,-1.1
Nc1nn(-c2ccccc2)nc1C(=O)OCc1ccccc1Br,2.1
O=C(Nc1ccc(S(=O)(=O)N(Cc2ccccc2)c2ccccc2)cc1)c1ccccc1F,3.5
O=C(Nc1ccc(F)c(F)c1)c1ccccc1[N+](=O)[O-],9.0
Cc1cccc(NCc2nnc(SCC(=O)N/N=C/c3ccc(F)cc3)n2-c2ccc(Cl)cc2Cl)c1,6.0
CCOC(=O)c1c(NC(=O)CN2CCN(CC)CC2)sc2c1CCCC2=O,-17.3
O=C(CSc1nnc(CNc2cccc(Cl)c2)o1)Nc1cccc(Cl)c1,-1.4
CC(C)C(NC(=O)COc1ccc2c(c1)CCCC2)C(=O)N/N=C/c1ccc([N+](=O)[O-])o1 (stereo unspecified),16.9
COC(=O)CCC(=O)NNC(=O)CCc1ccccc1,-4.7
Clc1ccc(-n2nnnc2-c2cnoc2-c2cccc(Cl)c2)cc1,7.9
Cc1ccccc1C(CC(=O)NC(C)(C)CO)c1ccccc1 (stereo unspecified),-0.1
COc1ccc(-c2cc(-c3ccccc3)nc3sc(C(=O)N4CCN(C)CC4)c(N)c23)cc1,4.6
CC(C)(C)C(=O)NCCc1nc2ccccc2n1CCCCOc1ccc(Cl)cc1,-2.5
